FEN1 inhibitor: qHTS Assay for the Inhibitors of Human Flap endonuclease 1 (FEN1); Potency, µM (doses to about 114 µM), for the others: at the top dose activity change, negative = inhibition, actives largely listed as inhibitors; 390,000 compounds, 0.35% hits; AID 588795, 2011; Recombinant FEN1 flap cleavage, fluorescence, 15 min; note: nearly all actives have a fitted effect of over 65% in size
Target sequence (P39748 whole entry, looked up): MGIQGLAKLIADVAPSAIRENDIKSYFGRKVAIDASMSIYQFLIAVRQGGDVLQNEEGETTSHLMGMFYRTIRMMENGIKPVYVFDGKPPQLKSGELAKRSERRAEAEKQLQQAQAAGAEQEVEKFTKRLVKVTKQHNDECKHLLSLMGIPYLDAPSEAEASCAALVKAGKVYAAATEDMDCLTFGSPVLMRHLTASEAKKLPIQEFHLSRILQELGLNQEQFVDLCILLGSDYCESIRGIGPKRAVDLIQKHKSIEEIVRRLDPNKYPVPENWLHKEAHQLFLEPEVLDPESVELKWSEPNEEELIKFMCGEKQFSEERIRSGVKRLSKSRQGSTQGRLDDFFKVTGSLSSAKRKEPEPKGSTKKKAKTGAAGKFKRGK
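FEN1 at 10 nM, compound pretreatment for 15 min (room temperature), 50 nM final substrate to initiate; endpoint reads at 0 and 15 min; DMSO-only plates used as vehicle background.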
KAT2A inh: qHTS Assay for Inhibitors of GCN5L2; Histone acetyltransferase KAT2A (Homo sapiens), Q92830; Potency, µM (titrated, usually from 58.9 µM), for inactives: at the top dose activity change, negative = inhibition, hits mostly inhibitors; GCN5L2 HAT assay, ThioGlo1 CoA-SH fluorescence; 390,000 compounds, 0.21% hits
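Titration-based screen in which CoA formation is detected via maleimide probe ThioGlo1 (50uM) turning fluorescent on thiol reaction; substrates H3(1-25) 75uM and acetyl-CoA 70uM, GCN5L2 20nM, 20 min incubation at room temperature.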
N370S GC: qHTS Assay for Inhibitors and Activators of N370S glucocerebrosidase as a Potential Chaperone Treatment of Gaucher Disease; Potency, µM (doses to about 59.4 µM), for the others: at the highest dose activity change, negative = inhibition, actives largely listed as inhibitors; 330,000 compounds, 0.092% hits; N370S GC spleen homogenate, 4MU-glucoside fluorescence;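 note: 0% = full enzyme activity and -100% = no enzyme basal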
Starred values were filed as active, the others as inactive; ? = inconclusive; · = no result given; & = joins results of further samples. Calls come from the whole dose curve; as a rule, active = well fitted curve in the direction sought with a large enough effect; inconclusive = small, poorly fitted or top-dose-only effect, or another doubt; inactive = no such curve, though single readings can be large; an effect the other way counts as inactive or inconclusive. Unless noted, % is set by controls: 0 for no effect and ±100 for the full control effect; potency is the fitted concentration of half-maximal effect. Not all compounds are listed; the hit share may differ from the screen's.

Screens in order – FEN1 inhibitor, KAT2A inh, N370S GC
CN(C)Cc1ccccc1-c1nc(NCc2ccccc2)c2ccccc2n1
→ ·, -2.6%, -11.8%
Cc1ccnc(NS(=O)(=O)c2ccc(NC(=O)c3snnc3C)cc2)n1
→ -4.3%, -4.0%, 1.5%
O=C(NNC(=O)c1ccc2ccccc2c1O)Nc1ccc(F)cc1
→ -3.8%, -29.9%, ?
Cc1noc(C)c1C(=O)OCC(=O)c1cc(C)n(Cc2ccccc2Cl)c1C
→ -18.6%, -7.4%, -11.4%
Cc1nc2ccccn2c(=O)c1NC(=O)c1cccs1
→ -2.3%, -1.2%, -17.0%
Cc1[nH]c2ccc(OCc3ccccc3)cc2c1CCN1C(=O)OC(C)(C)C1(C)O (stereo unspecified)
→ -22.7%, -1.1%, 9.5%
CCN(CC)S(=O)(=O)c1ccc(/C=C/C(=O)OCC(=O)Nc2ccc(C(N)=O)cc2)cc1
→ -3.7%, -9.5%, -4.1%
COc1cc(CCCN2C(=S)NC[C@@H]2Cc2ccccc2)cc(OC)c1OC
→ -4.2%, -1.3%, 6.9%
CNC(=O)NC(=O)CSc1nnc(C(F)(F)F)n1C
→ -0.5%, -8.0%, 0.5%
CCN(CC)C(=O)c1sc2c(c1C)c(=O)n(CCc1ccccc1)c(=O)n2Cc1cccc(Cl)c1
→ -2.7%, -10.3%, ·

(more compounds)
Screens in order – FEN1 inhibitor, KAT2A inh, N370S GC
CC(=O)N1CCc2cc(S(=O)(=O)CCC(=O)Nc3ccc(Cl)cc3F)ccc21
→ 18.7%, -5.5%, -3.1%
COc1ccc2nc(NC(=O)CSc3nnc(-c4ccoc4C)n3C)sc2c1
→ -1.9%, -17.0%, 4.1%
CC(=O)c1ccc(OCc2cc(C(=O)N(C)Cc3nc4c(C)cccc4[nH]3)no2)cc1
→ 4.0%, -17.0%, 0.6%
C/C(=N/NS(=O)(=O)c1cccc([N+](=O)[O-])c1)c1ccncc1
→ -10.8%, -4.6%, -5.7%
COc1ccc(NC(=O)CSc2nc(C)c3c(c2C#N)CCCC3)cc1
→ 11.4%, 2.5%, 5.5%
CCN(C(=O)C(C)OC(=O)c1nn(-c2ccccc2C(F)(F)F)cc1O)c1ccccc1 (stereo unspecified)
→ 8.5%, -4.6%, ·
CCCOc1ccc(-c2nn(-c3ccccc3)cc2/C=C2\SC(N)=NC2=O)cc1C
→ 4.8%, ?, 6.3%
Cc1ccc(OCC(=O)Nc2nnc(SCc3cc(=O)c4ccccc4[nH]3)s2)cc1C
→ -10.6%, -3.2%, ·
Cc1nc(-n2nc(C)c(Cc3ccc(Cl)cc3)c2C)sc1C(=O)N1CCC(C)CC1
→ -6.3%, -1.2%, ·
Cc1cccc(N2CCN(C(=S)NCc3ccco3)CC2)c1C
→ 3.1%, -5.4%, 13.6%

Next compounds.
Screens in order – FEN1 inhibitor, KAT2A inh, N370S GC
O=C(O)CCC(=O)NCCc1cccc(Cl)c1
→ -4.6%, 9.9%, -1.6%
COc1ccc(CCNC(=O)NC23CC4CC(CC(C4)C2)C3)cc1
→ 0.0%, 0.6%, 23.2%
Cc1ccc(C(=O)N2CCCC(c3ccccc3)=N2)cc1
→ 3.8%, -2.9%, 18.3%
Oc1ccccc1N1CCN(CC(O)COCc2ccccc2Cl)CC1 (stereo unspecified)
→ -11.9%, -1.9%, -5.0%
Cc1cc(NC(=O)c2cc(-c3cccs3)on2)no1
→ -2.8%, 0.5%, 0.8%
CCC1Oc2ccccc2N(CC(=O)N2CCOCC2)C1=O (stereo unspecified)
→ 1.6%, -0.4%, 3.7%
COC(=O)c1cc(NC(=O)CSc2nc(C)cc(=O)[nH]2)cc(C(=O)OC)c1
→ -8.3%, -3.1%, 5.2%
CCCC1Cc2c(sc(NC(=S)NC(=O)c3ccccc3)c2C#N)CO1 (stereo unspecified)
→ ·, 0.8%, 0.6%
Cc1ccc(-n2cc(-c3ccccc3)c3c(N4CCCCC4)ncnc32)cc1
→ 11.7%, -1.8%, ·
COc1ccccc1N(C)S(=O)(=O)c1ccc(C(=O)OCC(N)=O)cc1
→ 13.1%, -3.1%, 0.3%

(further entries)
Screens in order – FEN1 inhibitor, KAT2A inh, N370S GC
O=C(c1cn(-c2ccccc2)nc1-c1ccccc1)n1nnc2ccccc21
→ -3.5%, -1.4%, -3.7%
COc1ccc2c(c1)N(S(=O)(=O)c1ccccc1)CCC2=O
→ 11.6%, -1.6%, -3.0%
CCNC(=O)NC(=O)COc1ccccc1C#N
→ 5.4%, 2.3%, 4.5%
COc1ccc2c(c1)[C@H]1[C@H](CO2)[C@H](c2ccccc2)[C@]2(C)C(=O)Nc3ccc(F)cc3C(=O)N12
→ 0.0%, -6.9%, ·
Cc1ccc(C)c(S(=O)(=O)N2CCCOC2CNC(=O)C(=O)NC2CC2)c1 (stereo unspecified)
→ -11.3%, -6.1%, 2.5%
CCc1ccccc1NC(=O)CSc1nnc([C@@H]2CCCN2C(=O)OC(C)(C)C)o1
→ -1.9%, -2.4%, 0.3%
CCC(C)n1cnc2c(c1=O)c1nc3ccccc3nc1n2Cc1ccc2c(c1)OCO2 (stereo unspecified)
→ ·, -3.8%, ?
O=C(CSc1nc2ccccc2c(=O)[nH]1)N1CCCCCC1
→ -0.7%, -5.6%, 4.4%
Cc1nc(Nc2ccccc2)c2oc3ccc(Cl)cc3c2n1
→ 0.0%, -3.5%, ?
COc1cc(OC)c(OC)cc1CN1CCN(Cc2ccc(SC)cc2)CC1
→ -13.2%, -6.7%, -6.6%

Next part
Screens in order – FEN1 inhibitor, KAT2A inh, N370S GC
Cc1ccc(S(=O)(=O)NCCc2nnc3ccc(SCC(=O)Nc4nc5ccccc5s4)nn23)cc1
→ ·, -4.4%, 2.4%
Cc1ccc(S(=O)(=O)N2CCOCC2)cc1C(=O)NC1CCCCCC1
→ 1.2%, -0.7%, 0.2%
CC(=O)N1c2ccccc2NC2=C(C(=O)CC(C)(C)C2)C1c1cccn1C (stereo unspecified)
→ 6.5%, -12.2%, 8.5%
CN(C)CCCNC(=O)c1cc(Br)ccc1Cl
→ -4.3%, -2.2%, 8.9%
CC(C)(C)c1ccc(C(=O)NNc2cc(N3CCOCC3)nc(N3CCOCC3)n2)cc1
→ -12.5%, -1.1%, 6.9%
COc1ccc(OC)c(NC(=O)Cn2cnc3c(oc4ccccc43)c2=O)c1
→ -5.7%, -10.6%, ·
COc1ccc(CNC(=O)COC(=O)Cc2ccc(Cl)cc2Cl)cc1
→ 14.2%, -15.3%, 5.8%
Cc1csc(=N)n1-c1ccc(Cl)cc1
→ -13.8%, -4.7%, 2.9%
NC(=O)C1CCCN(Cc2c(C(=O)N3CCc4ccccc4C3)nc3ccc(Cl)cn23)C1 (stereo unspecified)
→ 19.2%, 1.0%, -5.9%
CCCCNC(=S)N1CCN(C(c2ccccc2)c2ccccc2)CC1
→ -16.3%, -0.6%, 14.4%

Going on with the list.
Screens in order – FEN1 inhibitor, KAT2A inh, N370S GC
CCn1c(COc2ccccc2)nnc1SCC(=O)NC1CC1
→ 21.3%, 1.3%, -13.4%
Cc1ccc(N2C(=O)CC(Cn3nc(C)cc3C)C2=O)cc1 (stereo unspecified)
→ 2.9%, 1.1%, 0.2%
CC(=O)Nc1cc(NC(C)=O)cc(C(=O)OCC(=O)N(c2ccccc2)C2CCS(=O)(=O)C2)c1 (stereo unspecified)
→ 0.1%, -8.5%, ·
Cc1ccc2c(c1)c1nc3ccccc3nc1n2C
→ -10.4%, -14.7%, -13.8%
Cc1nn2c(nc1=O)NNC2(C)C(C)(C)C (stereo unspecified)
→ -2.4%, -1.1%, -4.5%
Cc1nc2ccccc2c(=O)n1NC(=O)c1c(O)c2ccccc2n(C)c1=O
→ ·, -16.5%, -1.2%
CSc1ccccc1NC(=O)c1noc2c1CCC2
→ ?, ?, 2.9%
O=S(=O)(NCc1nnc2c(C(F)(F)F)cc(Cl)cn12)c1ccccc1
→ -2.6%, -17.5%, -4.6%
c1ccc(-c2[nH]ncc2-c2nc3ccccc3[nH]2)cc1
→ -11.5%, -3.4%, 3.4%
NC(=O)CSc1nc(-c2ccccc2Cl)ns1
→ -4.9%, 3.9%, -0.7%

Rewritten as tab-separated lines: 18 of the compounds above
Compound	FEN1 inhibitor	KAT2A inh	N370S GC
Cc1ccc(S(=O)(=O)N2CCOCC2)cc1C(=O)NC1CCCCCC1	1.2%	-0.7%	0.2%
CC(=O)N1c2ccccc2NC2=C(C(=O)CC(C)(C)C2)C1c1cccn1C (stereo unspecified)	6.5%	-12.2%	8.5%
CN(C)CCCNC(=O)c1cc(Br)ccc1Cl	-4.3%	-2.2%	8.9%
CC(C)(C)c1ccc(C(=O)NNc2cc(N3CCOCC3)nc(N3CCOCC3)n2)cc1	-12.5%	-1.1%	6.9%
COc1ccc(OC)c(NC(=O)Cn2cnc3c(oc4ccccc43)c2=O)c1	-5.7%	-10.6%	·
COc1ccc(CNC(=O)COC(=O)Cc2ccc(Cl)cc2Cl)cc1	14.2%	-15.3%	5.8%
Cc1csc(=N)n1-c1ccc(Cl)cc1	-13.8%	-4.7%	2.9%
NC(=O)C1CCCN(Cc2c(C(=O)N3CCc4ccccc4C3)nc3ccc(Cl)cn23)C1 (stereo unspecified)	19.2%	1.0%	-5.9%
CCCCNC(=S)N1CCN(C(c2ccccc2)c2ccccc2)CC1	-16.3%	-0.6%	14.4%
CCn1c(COc2ccccc2)nnc1SCC(=O)NC1CC1	21.3%	1.3%	-13.4%
Cc1ccc(N2C(=O)CC(Cn3nc(C)cc3C)C2=O)cc1 (stereo unspecified)	2.9%	1.1%	0.2%
CC(=O)Nc1cc(NC(C)=O)cc(C(=O)OCC(=O)N(c2ccccc2)C2CCS(=O)(=O)C2)c1 (stereo unspecified)	0.1%	-8.5%	·
Cc1ccc2c(c1)c1nc3ccccc3nc1n2C	-10.4%	-14.7%	-13.8%
Cc1nn2c(nc1=O)NNC2(C)C(C)(C)C (stereo unspecified)	-2.4%	-1.1%	-4.5%
Cc1nc2ccccc2c(=O)n1NC(=O)c1c(O)c2ccccc2n(C)c1=O	·	-16.5%	-1.2%
CSc1ccccc1NC(=O)c1noc2c1CCC2	?	?	2.9%
O=S(=O)(NCc1nnc2c(C(F)(F)F)cc(Cl)cn12)c1ccccc1	-2.6%	-17.5%	-4.6%
c1ccc(-c2[nH]ncc2-c2nc3ccccc3[nH]2)cc1	-11.5%	-3.4%	3.4%

Carrying on:
Screens in order – FEN1 inhibitor, KAT2A inh, N370S GC
COc1ccc(NC(=O)c2sc(NC(=O)C3CC3)nc2C)cc1
→ -4.6%, -0.7%, -0.1%
Cc1cccc(N2CCN(C(=O)c3ccc4c(Cl)c5c(nc4c3)CCCC5)CC2C)c1 (stereo unspecified)
→ 0.8%, -3.9%, ·
O=C(NCCCc1ccncc1)C1CCC(=O)N(Cc2cccc(C(F)(F)F)c2)C1 (stereo unspecified)
→ -0.4%, ?, 0.6%
O=C(O)c1ccc(-c2ccccc2C(F)(F)F)o1
→ -12.4%, -14.4%, 3.1%
Cc1nc2ccccc2c(=O)n1N(c1ccccc1)c1ccccc1
→ -19.1%, -14.0%, 6.4%
Cc1ccc2c(CC(=O)NNC(=O)c3ccccc3O)coc2c1
→ 2.1%, -5.8%, -5.1%
NC(=O)CCS(=O)(=O)c1ccccc1
→ 7.6%, -1.8%, -0.2%
COc1cccc(CNC(=O)c2ccc(N3CCOCC3)c([N+](=O)[O-])c2)c1
→ 8.4%, -4.6%, -2.0%
Cc1ccc(C(=O)Nc2nc(=O)[nH]s2)cc1
→ -4.5%&8.6%, -2.1%&1.2%, -7.0%&-12.1%
O=C(Cn1cc([N+](=O)[O-])cn1)NCCc1nc2ccccc2[nH]1
→ 18.8%, -3.5%, -8.0%

Carrying on:
Screens in order – FEN1 inhibitor, KAT2A inh, N370S GC
CCOC(=O)C1CCN(Cc2cnc(Oc3ccc(C(C)(C)C)cc3)s2)CC1
→ -10.3%, 6.8%, -8.6%
O=C(NCc1ccccc1Cl)c1ccc2c(c1)NC(=O)C(CS(=O)(=O)Cc1ccc(Cl)cc1)N2 (stereo unspecified)
→ -2.0%, 1.5%, ·
Cn1cccc1C(=O)N1CCC2(CC1)CCN(C(c1ccccc1)c1ccccc1)CC2
→ ·, -6.5%, -8.2%
O=C(CCCCCn1c(=O)[nH]c2ccccc2c1=O)NCCc1ccccc1
→ 23.6%, -0.4%, ·
O=C(CN1C(=O)CC(c2ccccc2)S(=O)(=O)c2ccccc21)NC1CCCC1 (stereo unspecified)
→ -0.1%, 1.5%, ?
CC(=O)C1=C(O)C(=O)N(Cc2ccco2)C1c1ccc2c(c1)OCO2 (stereo unspecified)
→ -29.6%, 2.0%, 0.2%
CCOC(=O)Cn1c(=N)n(Cc2ccccc2F)c2ccccc21
→ -11.4%, -4.0%, -10.5%
O=C(O)c1ccc(Cn2nnc3sc4c(c3c2=O)CCCC4)cc1
→ -18.8%, -7.0%, 7.3%
O=C(Cn1cnc2ccccc21)N/N=C/C(Br)=C/c1ccccc1
→ 1.0%, ?, 0.5%
C[N+]1(C)CCc2cc3c(cc2[C@@H]1[C@@H]1C(=O)Oc2c1ccc1c2OCO1)OCO3
→ ·, -9.1%&-12.1%, -4.1%&10.7%
